bIAP act: increases bovine intestinal alkaline phosphatase activity | purified bovine IAP, CDP-star luminescence, 30 min; hits give high values; fold of DMSO-control signal, blank-subtracted | activation factor at 20 µM | 200,000 tested, 0.17% active | AID 1016;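 active means activation factor of 2 or more at 20 µM, a signal rise over negative controls twice the positive control's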
Lmaj promast: inhibitors of Leishmania major promastigote growth. Leishmania major promastigotes, resazurin fluorescence viability. inhibition, % at 10 µM. 200,000 tested, 9% active; in the data active means inhibition above about 50%;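 further: promastigotes grown with compound for 44 hours at 28 °C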
PPARg SRC-1 ag: agonists of human PPARgamma SRC-1 coactivator recruitment | P37231 | PPARgamma-SRC-1 coactivator recruitment biochemical assay | activation, % at 8 µM | 200,000 tested, 0.41% active | AID 631; in the data active means activation above about 19%;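 further: 0% = DMSO and 100% = reference agonist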
Target sequence (P37231 whole entry, looked up): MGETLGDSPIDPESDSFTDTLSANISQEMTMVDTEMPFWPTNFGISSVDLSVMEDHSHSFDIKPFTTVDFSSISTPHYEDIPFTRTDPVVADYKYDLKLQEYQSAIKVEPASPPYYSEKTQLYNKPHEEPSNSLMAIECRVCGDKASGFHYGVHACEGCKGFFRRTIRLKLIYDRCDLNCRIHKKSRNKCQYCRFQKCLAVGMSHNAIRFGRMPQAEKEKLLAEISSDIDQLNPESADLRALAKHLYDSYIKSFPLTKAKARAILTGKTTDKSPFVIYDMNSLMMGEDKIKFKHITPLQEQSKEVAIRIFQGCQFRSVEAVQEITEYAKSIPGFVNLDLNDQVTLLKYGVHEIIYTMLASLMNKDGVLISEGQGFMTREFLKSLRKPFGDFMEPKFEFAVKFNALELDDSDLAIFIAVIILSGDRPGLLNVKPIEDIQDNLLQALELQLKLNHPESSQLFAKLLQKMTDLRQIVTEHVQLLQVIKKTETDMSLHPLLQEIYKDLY
bIAP inhibitor: intestinal alkaline phosphatase (bovine) inhibition; purified bovine IAP, CDP-star luminescence, 30 min; inhibition, % at 20 µM; 190,000 tested, under 10 active; AID 1019;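 active means over 50% inhibition of intestinal alkaline phosphatase at 20 µM in the single-dose screen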
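Incubation: 30 min reaction at room temperature / Material: purified bovine intestinal alkaline phosphatase (IAP) enzyme / Input: enzyme at 1/65,000,000 dilution / Dosing: 20 µM single dose / Signal: CDP-star luminescence signal / Reagent: CDP-star chemiluminescent phosphatase substrate, 30 µM final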
SRC2 TRFRET art: flags TR-FRET format artefacts in PPARgamma SRC-2 recruitment agonist screen | TR-FRET artefact counter-screen; hits give high values | TR-FRET ratio at 8 µM | 200,000 tested, 0.4% active | AID 1049; in the data active means TR-FRET ratio above about 2000; further: inactives centre near 1500; reference of the scale not given here
PPARg SRC2 recr: PPARgamma-driven SRC-2 recruitment agonism. P37231. PPARgamma LBD-SRC-2 recruitment, biochemical. activation, % at 8 µM. 200,000 tested, 0.34% active. AID 1032; in the data active means activation above about 22%;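 further: 0% = vehicle and 100% = reference agonist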
S1P3 antagonist: S1P3 (human) receptor antagonism | Q99500 | CHO S1P3 NFAT-BLA reporter, FRET fluorescence, antagonist mode | inhibition, % at 4.98 µM | 170,000 tested, 0.27% active | AID 485;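 active means inhibition above the plate cutoff, the mean inhibition of test wells on that plate plus 3 SD, cut at about 28% in these data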;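 further: cells challenged with S1P at its EC80 of 0.8 µM; blue over green emission ratio from cleaved BLA substrate after 4 h stimulation; 0% = S1P-stimulated wells and 100% = unstimulated DMSO-only wells; some compounds past the cut are filed as inactive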
ROMK primary: modulators of human ROMK potassium channel; P48048; 130,000 tested, 2% active; Tet-inducible ROMK, thallium flux fluorescence; actives lie on both sides; B-score at 10 µM; AID 1918;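 active means signal ratio slope over the read window, or its plate-corrected B-score, at least 3 SD from the plate mean, either direction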;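 further: B-score of the F/F0 ratio slope over 7 to 12 s after thallium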
Target sequence (P48048 whole entry, looked up): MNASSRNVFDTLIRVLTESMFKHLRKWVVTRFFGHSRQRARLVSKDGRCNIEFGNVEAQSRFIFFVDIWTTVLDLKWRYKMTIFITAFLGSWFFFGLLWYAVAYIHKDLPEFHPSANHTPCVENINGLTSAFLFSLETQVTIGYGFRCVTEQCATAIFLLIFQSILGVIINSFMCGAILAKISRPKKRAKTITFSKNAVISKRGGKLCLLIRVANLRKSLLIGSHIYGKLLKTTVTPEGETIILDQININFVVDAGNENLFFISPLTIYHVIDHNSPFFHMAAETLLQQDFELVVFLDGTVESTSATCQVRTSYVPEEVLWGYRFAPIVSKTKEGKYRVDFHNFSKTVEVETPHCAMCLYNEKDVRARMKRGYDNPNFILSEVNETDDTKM
TLR4-MyD88 BLA: inhibitors of human TLR4-MyD88 binding; O00206+Q99836; HeLa CL3-4 TLR4/MyD88 BLA complementation, FRET ratio; inhibition, % at 8.4 µM; 200,000 tested, 0.18% active; in the data active means inhibition above about 25%;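 further: 0% = vehicle and 100% = reference inhibitor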
Redox H2O2 prof: compounds producing H2O2 with reducing agent – biochemical, NIH compound library profiling, artefact control for MLSCN library redox annotation, primary screen. 200,000 tested, 0.03% active. DTT-dependent redox cycling H2O2, phenol red/HRP absorbance; 100% = 100 µM peroxide control, 0% = buffer. activation, % at 10 µM;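 active means activation of at least 50% relative to the plate's high and low controls in the primary single-dose screen; inactive means activation below 50%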;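 further: compound incubated with DTT at 0.8 mM final as the reducing agent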
PPARg SRC3 recr: promotes SRC-3 coactivator recruitment by human PPARgamma; 200,000 tested, 0.26% active; activation, % at 8 µM; P37231; biochemical PPARgamma/SRC-3 coactivator recruitment assay; in the data active means activation above about 23%;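 further: 0% = DMSO and 100% = reference agonist; some compounds past the cut are filed as inactive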
Active calls of the source: *; . = not tested or not shown.

Structure,PPARg SRC3 recr,TLR4-MyD88 BLA,Redox H2O2 prof,SRC2 TRFRET art,S1P3 antagonist,Lmaj promast,bIAP inhibitor,bIAP act,PPARg SRC-1 ag,PPARg SRC2 recr,ROMK primary
CCCCOC(=O)c1ccc(NC(=O)c2c(OC)cccc2OC)cc1,-3,-17,-0.7,1421,0,-5,-8,1.1,-6,-4,-0.2
CN(C)c1ccc(C=NCC2(O)CCOC(C)(C)C2)cc1 (stereo not given),0,7,0.3,1324,.,-4,1,1,-4,2,0.75
CCN(CC)S(=O)(=O)c1cc(OC)c(Cl)cc1OC,3,-82,0.2,1923,6,-3,-4,1,6,20,-0.15
O=C(c1cnc(-c2ccccc2)s1)c1ccc(Cl)cc1Cl,12,0,2.0,1723,.,-2,31,0.7,10,12,.
O=C(CCc1ccc(S(=O)(=O)NC2CCCCC2)cc1)Nc1ccccc1,-5,6,0.0,1597,.,2,16,0.8,-1,4,.
O=[N+]([O-])c1ccccc1SNc1ccc(Br)cn1,-2,-9,-0.5,1598,-17,10,-7,1.1,9,3,0.95
CCOc1cc(-c2nc(-c3ccccc3)c(-c3cc([N+](=O)[O-])ccc3C)[nH]2)ccc1O,5,-27,-0.3,1686,.,35,-16,1.2,5,-2,0.051
C/C=C/COC(=O)c1[nH]c2c(c1C)C(=O)CC(c1ccc(N(C)C)cc1)C2 (stereo not given),3,0,-0.1,1720,8,20,14,0.9,5,4,.
CCCN(CCC)c1ccc(CC(=O)NC(C)Cc2ccccc2)cc1 (stereo not given),6,17,-0.2,1496,0,25,-6,1.1,0,2,-0.43
c1ccc(-c2c[nH]c3[n+]2CCCCC3)cc1,10,-9,0.2,1625,.,-1,4,1,6,4,-0.78
Cc1cc(OCC(=O)Nc2ccc3c(c2)OCCO3)cc(C)c1Cl,17,12,0.2,1453,.,2,40,0.6,3,6,0.081
O=C(Nc1ccc(C(F)(F)F)cc1)C1CC(=O)N(c2ccc3c(c2)OCCO3)C1 (stereo not given),-7,-5,0.2,1517,.,-8,-4,1,4,4,0.28
CC(NC(=O)c1ccc(CS(=O)(=O)c2ccc(Cl)cc2)o1)c1ccc2c(c1)OCCO2 (stereo not given),1,-7,0.1,1521,.,5,8,0.9,2,7,0.024
COc1c2ccoc2c(OCC=C(C)C)c2oc(=O)ccc12,4,5,0.3,1411,-1,5,0,1,3,-5,-0.017
O=C(OCc1ccccc1)N1CCCC1/C=C/CN1CCOCC1 (stereo not given),-1,-3,-1.9,1419,-16,82*,2,1,-7,-6,0.83
COc1ccc(Cc2nnc(N/N=C/c3ccc(C)o3)[nH]c2=O)cc1,-2,12,-1.0,1593,2,-3,-35,1.3,7,5,.
COC(=O)c1c(-c2ccccc2)noc1C,-4,7,0.0,1520,-4,-3,12,0.9,-6,-10,1
Cc1cc(C)nc(NC(=O)c2cccc([N+](=O)[O-])c2)c1,2,-1,-0.6,1676,-6,-5,6,0.9,-4,-5,-0.18
COc1cccc(OC)c1Nc1nc(C)nc2c1nnn2Cc1ccccc1Cl,2,2,-0.5,1172,-4,4,3,1,-5,1,0.4
S=C(NCc1ccco1)N1CCN(C/C=C/c2ccccc2)CC1,-1,1,-0.2,1589,-15,77*,-3,1,0,8,0.3
O=C(COC(=O)c1ccccc1OCC(=O)Nc1ccc(Br)cc1)Nc1ccccc1,-1,2,.,1505,-2,65*,-5,1.1,-8,-8,0.042
COc1cc(NC(=O)CCc2ccccc2)c(C(=O)O)cc1OC,1,6,-2.6,1570,-21,-4,13,0.9,-2,-1,.
CCCNS(=O)(=O)c1ccc2c(c1)n(C)c(=O)n2C,5,-3,0.2,1557,-12,-8,7,0.9,6,10,-0.17
N#Cc1ccc(Nc2ccccc2)c(N)c1,-13,8,0.8,1345,.,-1,14,0.9,-4,-1,.
CCN(CC)S(=O)(=O)c1cccc(C(=O)N/N=C2\CC(=O)CC(C)(C)C2)c1,3,10,0.4,1663,-1,2,-16,1.2,2,4,0.6
CN(C1CC(C)(C)N(O)C(C)(C)C1)S(=O)(=O)CC12CCC(CC1=O)C2(C)C (stereo not given),-3,5,0.3,1613,-7,-9,-3,1,-3,7,-0.63
C=CCNS(=O)(=O)c1sccc1/C=N/O,6,-1,0.1,1711,13,34,8,0.9,12,5,-0.57
Cc1ccc(-c2cc(C(=O)NCC3CCCO3)c3ccccc3n2)cc1C (stereo not given),1,-12,0.0,1398,8,9,-3,1,3,1,-0.83
CN(CC(=O)NC1CCCCC1)S(=O)(=O)c1cccc2nsnc12,4,9,-4.8,1523,3,-2,2,1,7,1,0.49
CCOc1cccc(CNCCO)c1OCc1ccc(Cl)cc1Cl,4,-2,-0.2,1561,-12,16,16,0.8,11,12,.
O=c1[nH]c2cc3c(cc2cc1CN(Cc1cccnc1)Cc1nnnn1Cc1ccco1)OCCO3,15,2,0.8,1423,.,-4,0,1,10,13,-1.2
Cc1cccc2sc(N(CCCN(C)C)C(=O)c3sc4ccccc4c3Cl)nc12,7,-2,1.8,1553,-6,21,23,0.8,8,8,-0.48
COc1ccc(N2CCN(C(=O)Cn3nnc(-c4ccc(OC)c(OC)c4)n3)CC2)cc1,-4,-5,1.2,1683,12,-2,0,1,-2,-10,1
COc1ccc(CN2CCC(c3nc4ccc(Cl)cc4[nH]3)CC2)cc1,-1,-19,-0.4,1532,1,96*,-36,1.4,-10,-5,-1
CSc1nc2c(c(=O)[nH]1)C(c1ccc(Br)cc1)CC(=O)N2 (stereo not given),5,1,-1.0,1521,-3,-5,-40,1.4,3,4,-0.95
O=C(CSc1ncn[nH]1)Nc1ccc(S(=O)(=O)N2CCCC2)cc1,5,5,0.2,1492,.,-4,-20,1.2,-3,1,.
CC(C(=O)Nc1ccc2c(c1)OCCO2)c1ccc([N+](=O)[O-])cc1 (stereo not given),5,1,-0.6,1717,14,31,-4,1,-2,0,.
CCOC(=O)c1c(NC(=O)CNCC(O)CO)sc(C)c1C (stereo not given),11,-7,-4.6,1495,-12,-4,-36,1.4,4,6,-0.62
COc1ccc(OC)c(NC(=O)CN(c2ccc(C)cc2)S(=O)(=O)c2c(C)noc2C)c1,2,3,0.6,1432,-2,75*,3,1,2,0,.
CCC1(CC)NC(=O)N(CC(=O)OCC(=O)Nc2ccc(C(F)(F)F)cc2)C1=O,-5,5,0.2,1505,.,-2,9,0.9,2,10,0.92
C=C(C)CNC(=S)NNC(=O)CCn1c2cc(Cl)ccc2c2ccc(Cl)cc21,7,-2,-0.5,1569,-7,10,-7,1.1,2,14,-0.15
O=C(O/N=C\c1ccc(N2CCCCC2)c([N+](=O)[O-])c1)c1c(F)cccc1F,12,-2,-3.9,1507,.,11,14,0.9,6,11,.
CN1C(=O)c2ccc(NC(=O)C3CCCCC3)cc2C1=O,5,9,-0.4,1709,11,-1,2,1,0,-4,0.025
CCOC(=O)C1(CCCc2ccccc2)CCN(C(=O)C2CCCO2)CC1 (stereo not given),6,5,-0.3,1799,4,-4,-19,1.2,3,0,-0.5
COc1ccc(CNC(=S)Nc2cc(C)ccc2C)cc1,-2,-9,0.2,1530,.,16,37,0.6,-2,4,-0.44
O=c1[nH]cnc2scc(C3COc4ccccc4O3)c12 (stereo not given),2,-1,-0.6,1597,10,-7,-3,1,-2,-1,.
CSc1ccccc1-n1nnnc1SCC(=O)NCc1cccs1,-9,7,1.2,1395,27,4,9,0.9,-2,-8,0.43
O=C(Nc1ccc2c(c1)Cc1ccccc1-2)c1ccco1,-8,1,-0.1,1413,.,-3,5,0.9,-4,-8,0.56
CC(C)(C)NCc1cccn1-c1sc2c(c1C#N)CCCC2,-3,-4,3.1,1448,21,78*,-1,1,-5,3,-1.1
Cc1ccccc1OCC(=O)N/N=C1\CCOc2c(C)cccc21,19,1,-4.6,1595,.,-5,3,1,-2,10,.
O=C(COC(=O)C1CC(=O)N(c2ccccc2)C1)c1ccccc1 (stereo not given),8,-12,-0.7,1668,10,-6,16,0.8,-1,1,.
COc1ccc2[nH]c(C(=O)O)c(CCC(=O)O)c2c1,-9,-2,-0.1,1501,13,-2,7,0.9,5,6,0.015
Cc1nn(C)c(=O)n1-c1ccccc1,-1,7,-1.6,1749,8,2,-12,1.1,-10,5,-1.4
Cc1ccc(Nc2ncc3c(n2)CC(c2ccco2)CC3=O)c(C)c1 (stereo not given),12,-5,-1.2,1486,-4,50,10,0.9,8,0,.
CCC(c1nnnn1Cc1cccs1)N1CCN(c2nc3ccccc3s2)CC1 (stereo not given),-2,8,-0.5,1601,8,29,1,1,2,4,.
O=C(CN1CCN(C(=O)c2cccc(F)c2)CC1)Nc1ccccc1F,-9,-2,0.5,1449,-43,-5,-2,1,2,5,.
COc1cccc(NC(=O)CSc2ncnc3c2oc2ccccc23)c1,17,3,-1.4,1814,-10,5,-1,1,9,12,.
CCCCC(CC)CN1C(=O)/C(=C/c2ccncc2)SC1=S (stereo not given),-5,5,-4.1,1615,.,97*,-1,1,-2,2,-1.9
O=C1c2ccccc2-c2ccc(C(=O)N3CCCCC3)cc21,0,8,0.3,1603,1,-4,-9,1.1,8,3,-0.17
CC(C)=CCCC1=CCC(/C(C)=N/NC(N)=O)CC1 (stereo not given),7,-10,-3.1,1531,.,-5,3,1,1,7,.

The results go on.
Structure,PPARg SRC3 recr,TLR4-MyD88 BLA,Redox H2O2 prof,SRC2 TRFRET art,S1P3 antagonist,Lmaj promast,bIAP inhibitor,bIAP act,PPARg SRC-1 ag,PPARg SRC2 recr,ROMK primary
CCc1ccc(C(=O)CN2CCSC2=N)cc1,2,-2,-0.1,1510,-1,-4,3,1,2,6,-0.38
Cc1cc2n(n1)C(c1sccc1C)Nc1ccccc1-2 (stereo not given),2,2,1.9,1511,-24,-3,6,0.9,-1,6,.
O=C1C2C3C=CC(O3)C2C(=O)N1CC(O)c1ccccc1 (stereo not given),-8,-4,3.0,1660,-12,-7,2,1,3,3,.
CCCCc1n[nH]c2c1/C(=N/O)CC(C)(C)C2,2,-4,0.6,1535,.,5,-7,1.1,-4,8,-0.33
COC(=O)c1ccc(Cc2ccccc2)o1,0,-4,-2.4,1369,.,-5,14,0.9,3,-1,.
CN1/C(=C\C(=O)COc2ccc3c(c2)OCO3)C(C)(C)c2ccccc21,0,3,1.1,2258*,12,32,30,0.7,9,-4,.
COCc1cc(=O)n2c([nH]c3ccccc32)c1C#N,-3,-2,-0.8,1475,-23,-1,-2,1,4,1,.

2 compounds picked at random from those above:
Structure,PPARg SRC3 recr,TLR4-MyD88 BLA,Redox H2O2 prof,SRC2 TRFRET art,S1P3 antagonist,Lmaj promast,bIAP inhibitor,bIAP act,PPARg SRC-1 ag,PPARg SRC2 recr,ROMK primary
COC(=O)c1ccc(Cc2ccccc2)o1,0,-4,-2.4,1369,.,-5,14,0.9,3,-1,.
Cc1cc2n(n1)C(c1sccc1C)Nc1ccccc1-2 (stereo not given),2,2,1.9,1511,-24,-3,6,0.9,-1,6,.

Screens deposited in PubChem BioAssay by several laboratories.
